Compound activity as filed in PubChem.
XIAP antagonists – small molecules displacing peptide from XIAP – biochemical, IAP family, fluorescence polarization (AID 1018) | XIAP BIR domain, fluorescence polarization peptide displacement; higher % means a stronger effect | displacement, % at 20 µM; hits with a dose series show IC50 in µM | 200,000 compounds, 0.007% hits; in the data active means displacement above about 50%; further: a part of the inactive calls stands beside numbers as strong as those of hits
LYP inhibition – PTPN22 lymphoid phosphatase activity blockers – biochemical, fluorescence intensity, uHTS (AID 1779); 290,000 compounds, 0.054% hits; recombinant LYP phosphatase, fluorescence intensity; higher % means a stronger effect; inhibition, % at 11.5 µM, or IC50 in µM where a hit was titrated;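 further: plate controls were vehicle with enzyme for no effect and no enzyme for full effect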
Myeloid diff 2 – promotes myeloid progenitor differentiation. calls only at 10 µM. ER-HoxA9 myeloid progenitors, lysozyme-GFP differentiation, flow cytometry. AID 624256. 360,000 compounds, 1% hits;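 active means normalized GFP-positive differentiation at or above the plate's own cutoff, the solvent-only control mean plus 3 SD; inconclusive means no clear call, values can overlap the other calls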;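 further: cells exposed to compound for four days before flow analysis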
M17LAP inhibition – P. falciparum M17LAP inhibitors, primary screen, biochemical, fluorogenic H-Leu-NHMec substrate, 1536-well (AID 1619); inhibition, % at 30 µM, or IC50 in µM where a hit was titrated; recombinant M17LAP, H-Leu-NHMec fluorogenic kinetic assay; higher % means a stronger effect; 220,000 compounds, 0.38% hits;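 active means compound inhibiting the enzyme by more than half at any dose during confirmatory dose-response retesting; inconclusive means strong single-dose inhibitors picked by rank but not retested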;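 further: plate controls were full reaction with DMSO carrier for no effect and no enzyme background for full effect; strong numbers were not always called active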
TNAP activators – human TNAP enzyme activators, primary screen, biochemical, luminescent, no phosphate acceptor, uHTS (AID 1001) | 200,000 compounds, 0.03% hits | purified TNAP, luminescent activation assay, no phosphate acceptor; higher activation fold means a stronger effect | activation fold at 20 µM, or EC50 in µM where a hit was titrated; in the data active means activation fold from about 3, or a potency from the dose series; inactive means the rest, 99 in 100 with activation fold below about 1.6; further: many of its hits are not listed in these tables
CSM14.1 death rescue – rescue of cells from ER stress-induced death, primary screen, 384-well, CSM14.1, thapsigargin, ATP luminescence (AID 1222) | 190,000 tested, under 10 active | CSM14.1 thapsigargin-induced death rescue, ATP luminescence; higher % means a stronger effect | cellular ATP content (survival), % at 20 µM; hits with a dose series show EC50 in µM;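 active means EC50 below 50 µM in the dose-response confirmation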;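 further: death triggered by thapsigargin at about 15 µM added after 2 h compound pretreatment; cell ATP read after overnight thapsigargin exposure of roughly 18 to 22 hours; normalized against plate controls of thapsigargin alone and 5% DMSO vehicle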
human PMI inhibitors – human PMI inhibitors, high substrate, primary screen, biochemical, fluorescence intensity, high mannose 6-phosphate (AID 1220); recombinant PMI enzyme, coupled fluorescence intensity; higher % means a stronger effect; inhibition, % at 20 µM, or IC50 in µM where a hit was titrated; 190,000 compounds, 0.66% hits
human PMI inhibition – MPI enzyme activity inhibition – biochemical, fluorescence intensity, coupled assay, primary screen (AID 1209); purified PMI enzyme, coupled fluorescence intensity; higher % means a stronger effect; 190,000 compounds, 0.42% hits; inhibition, % at 20 µM, or IC50 in µM where a hit was titrated;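 further: plate controls were DMSO vehicle for no effect and wells lacking substrate for full effect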
P. falciparum M1AAP – malaria alanyl aminopeptidase activity blockers – biochemical, fluorogenic H-Leu-NHMec substrate, 1536-well (AID 1445); recombinant M1AAP, H-Leu-NHMec fluorogenic kinetic assay; higher % means a stronger effect; one-dose inhibition, % at 30 µM; IC50 in µM for titrated hits; 220,000 compounds, 0.42% hits;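 active means primary inhibition above the hit cutoff, then over 50% inhibition at one or more dose response concentrations, cut at about 23% in these data, passing the limit was not always enough; inconclusive means conflicting primary data, or primary hits not chosen for dose response; inactive means low primary inhibition, or under 50% at every dose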;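 further: plate controls were DMSO full reaction for no effect and no enzyme background for full effect; strong numbers were not always called active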
Myeloid diff 2 GFP+ MAC1+ % – further read-out of Myeloid diff 2, marked with its call; GFP+ MAC1+ double positive, %; measured here: differentiation confirmed by MAC1 staining
An asterisk follows results filed as active; i = inactive; ? = inconclusive; / = not tested or not shown. Unless noted, no stated cut-off is given here; in the data, active means inhibition above about 50%; inactive means the rest.

SMILES	XIAP antagonists	LYP inhibition	Myeloid diff 2	Myeloid diff 2 GFP+ MAC1+ %	M17LAP inhibition	TNAP activators	CSM14.1 death rescue	human PMI inhibitors	human PMI inhibition	P. falciparum M1AAP
CCN(CC)C(=O)C1CCCN(Cc2cccc(F)c2)C1 (stereo not drawn)	-11%	-8%	i	0.8	6%	1.1	3.3%	8%	12%	0%
Cc1cccc(NC(=O)Nc2ccc3c(c2)OCO3)n1	14%	-4%	i	0.2	1%	1.1	0.6%	21%	8%	2%
NC(N)=N/N=C/c1cccc(Cl)c1Cl	-2.2%	2%	i	0.2	-5%	1	-1.6%	-9%	-13%	5%
O=C(O)c1ccc(N/N=C/c2ccc3c(c2)OCO3)cc1	-8.7%	3%	i	0.1	56%	1	-1.0%	-14%	-26%	18%
COc1cc(C2CC(=O)N3CN(c4ccccc4C)CSC3=C2C#N)cc(OC)c1OC (stereo not drawn)	-15%	3%	/	/	0%	1	0.1%	11%	0%	-4%
Cc1ccc2nc3sc(C(=O)N4CCCc5ccccc54)c(N)c3cc2c1	0.3%	4%	i	0.4	-1%	1	1.3%	4%	20%	2%
COc1ccc(/C=N/N=C/c2ccc(OC)c(OC)c2)cc1OC	-4.7%	3%	i	0.9	-9%	1.1	1.0%	12%	8%	3%
COc1ccc(-c2nnn(CC(=O)N(c3cccc(O)c3)C(C)C(=O)NC3CCCC3)n2)cc1OC (stereo not drawn)	-3.9%	-7%	i	0.6	9%	1.1	-2.3%	10%	-2%	5%
COC(=O)c1ccc(NC(=O)Nc2ccc(OC)c(OC)c2)cc1	1.3%	-7%	i	0.7	-4%	1.1	0.1%	12%	7%	0%
CC(NC(=O)C(=S)N1CCN(C)CC1)c1ccccc1 (stereo not drawn)	-14%	-6%	i	0.4	-6%	1.1	0.7%	0%	5%	-5%

Of the compounds above, these contain a halogen:
SMILES	XIAP antagonists	LYP inhibition	Myeloid diff 2	Myeloid diff 2 GFP+ MAC1+ %	M17LAP inhibition	TNAP activators	CSM14.1 death rescue	human PMI inhibitors	human PMI inhibition	P. falciparum M1AAP
CCN(CC)C(=O)C1CCCN(Cc2cccc(F)c2)C1 (stereo not drawn)	-11%	-8%	i	0.8	6%	1.1	3.3%	8%	12%	0%
NC(N)=N/N=C/c1cccc(Cl)c1Cl	-2.2%	2%	i	0.2	-5%	1	-1.6%	-9%	-13%	5%

(next part)
SMILES	XIAP antagonists	LYP inhibition	Myeloid diff 2	Myeloid diff 2 GFP+ MAC1+ %	M17LAP inhibition	TNAP activators	CSM14.1 death rescue	human PMI inhibitors	human PMI inhibition	P. falciparum M1AAP
COC(=O)[C@@H](NC(=O)Nc1ccc(S(N)(=O)=O)cc1)C(C)C	-5.7%	-6%	i	1.2	-7%	1	-5.0%	-2%	-1%	-1%
O=C1c2ccsc2SCCN1Cc1ccccc1	-7.4%	-7%	i	0.8	-1%	1.1	-0.4%	11%	11%	6%
CN(C)S(=O)(=O)c1ccc(NC(=O)C2COc3ccccc3O2)cc1 (stereo not drawn)	-2.8%	-10%	i	3.0	6%	1.1	-0.2%	0%	-8%	0%
CN(CC(=O)Nc1ccc(OC(F)(F)F)cc1)C1CCCCC1	-5.5%	-3%	i	0.6	-3%	1.1	2.8%	-4%	-4%	7%
Cn1c(=O)n(CCCOc2ccc(Br)cc2)c2ccccc21	-1.9%	8%	i	0.6	4%	1.1	-0.9%	5%	9%	0%
CCCN1Cc2cccc(C(=O)NCc3ccc4c(c3)OCO4)c2C1=O	-1.8%	2%	i	1.1	7%	1.1	-2.5%	8%	9%	2%
COc1ccc(NS(=O)(=O)c2ccc(N3CCCC3=O)cc2)cn1	-9.6%	4%	i	0.4	6%	1.1	/	-2%	-3%	5%
CCOC(=O)c1[nH]c(C)c(C(=O)NCc2cccnc2)c1C	-3.1%	-10%	i	3.4	-6%	1.2	-1.5%	-6%	-2%	1%
CN(C)CCN1C(=O)C(O)=C(C(=O)c2ccco2)C1c1ccccc1F (stereo not drawn)	-0.5%	0%	i	2.5	12%	1.1	-1.1%	-6%	6%	-1%
Cc1ccc(-c2csc3nc[nH]c(=O)c23)cc1	-15%	0%	i	0.3	1%	1	-1.1%	6%	0%	8%
O=C(c1ccc([N+](=O)[O-])cc1)n1nc(-c2ccccc2)nc1NCc1ccccc1	-3.3%	-8%	i	0.7	17%	0.8	-2.7%	-3%	2%	4%
COCCn1cnc2c1c(=O)n(CC(=O)c1ccc3c(c1)OCCO3)c(=O)n2Cc1ccccc1	/	-7%	i	0.9	9%	/	/	/	/	0%
COc1cc(/C=N/n2cnnc2)ccc1OC(=O)c1ccco1	-2.8%	-8%	i	0.4	1%	1.1	-0.6%	3%	4%	-6%
O=C(Cn1cnc2ccccc2c1=O)NCC1COc2ccccc2O1 (stereo not drawn)	-17%	-2%	i	1.9	38%	1.1	1.4%	11%	11%	-4%
COc1ccc(N(C(C)C(=O)N/N=C/c2ccc(OC)c(OC)c2)S(C)(=O)=O)cc1 (stereo not drawn)	-5.2%	-1%	i	0.3	5%	1.1	-1.3%	3%	4%	6%
COc1ccc(-c2cc(C(F)(F)F)nc(S(=O)(=O)CCCC(=O)Nc3cccnc3Cl)n2)cc1OC	-5.8%	4%	?	/	21%	1.1	-0.3%	-11%	-20%	16%
O=C(O)c1cc2nc(-c3ccccc3)cc(C(F)(F)F)n2n1	-3.4%	-14%	i	0.7	-7%	1.1	-1.7%	-6%	1%	9%
CC(=O)Nc1ccc(C(=O)/C=C/c2ccco2)cc1	-4.6%	-3%	i	1.4	29%	1	-1.8%	-10%	5%	8%
CCn1c(N)c(C(=O)NCCCOC)sc1=S	-3.7%	-8%	i	1.9	21%	1.2	-0.6%	11%	19%	5%
COc1cc(NC(=S)NCCC(c2ccccc2)c2ccccc2)cc(OC)c1	-9.4%	4%	i	0.2	1%	2	-2.2%	1%	1%	6%
COc1cc2[nH]c(=O)n(CCCCCC(=O)N3CCN(c4ccccn4)CC3)c(=O)c2cc1OC	-3.1%	-7%	i	1.0	5%	1.2	-0.4%	-12%	-6%	6%
CC1CCN(S(=O)(=O)c2ccc3[nH]c(=O)c(=O)[nH]c3c2)CC1	-0.5%	-9%	i	5.2	38%	1.2	-0.8%	1%	7%	3%
CCOC(=O)CN1CC23C=CC(O2)C(C(=O)Nc2ccc(OCC)cc2)C3C1=O (stereo not drawn)	-3.7%	-2%	i	2.1	34%	1.1	-1.1%	11%	13%	4%
Cc1ccccc1CSCCNC(=O)c1ccc(N(C)S(=O)(=O)c2ccccc2)cc1	1.0%	2%	i	2.4	-1%	1.2	-1.5%	2%	13%	11%
COc1ccc(CNC(=O)COC(=O)c2cnccn2)cc1	-6.3%	-8%	i	0.5	3%	1.1	0.2%	5%	10%	4%
COC(=O)c1sc(NC(=O)C2CCCO2)c(C(=O)OC)c1C (stereo not drawn)	-3.6%	-10%	i	0.0	-6%	1.1	0.2%	9%	12%	1%
CC(C)(C)NC(=O)C(c1ccsc1)N(CCc1ccccc1)C(=O)Cn1nnc2ccccc21 (stereo not drawn)	-3.6%	-10%	i	0.5	-3%	1.1	3.8%	-2%	3%	3%
CC(C)(C=O)C1=CC(=O)c2ccccc2C1=O	-10%	-9%	?	/	3%	1.2	0.0%	12%	-17%	5%
CCOC(=O)c1csc(NC(=O)c2cc3ccccc3o2)n1	/	-9%	i	1.2	0%	/	/	/	/	4%
CS(=O)(=O)NCc1ccc(C(=O)O)cc1	-6.2%	-6%	i	0.0	13%	1.1	-2.0%	-14%	-16%	10%
O=C(c1ccccc1F)N1CCN=C1c1ccccc1	-3.7%	-8%	i	0.1	10%	1.1	0.1%	-11%	-7%	7%
O=C(NC1CCCC1)C(c1ccc(N2CCOCC2)cc1)N(Cc1ccccc1)C(=O)c1ccco1 (stereo not drawn)	-2.8%	-7%	/	/	3%	1.1	2.1%	2%	-2%	-1%
Cc1[nH]nc2c1C(c1ccc3c(c1)OCO3)C(C#N)=C(N)O2 (stereo not drawn)	-3.1%	1%	i	1.2	9%	1	/	20%	25%	5%
Cc1ccccc1OCC(O)Cn1nnc2ccccc21 (stereo not drawn)	-0.7%	-5%	i	0.7	15%	1.1	2.9%	13%	3%	4%
O=C(Nc1nnc(-c2ccco2)o1)c1ccc(S(=O)(=O)N2CCCC2)cc1	3.7%	-3%	i	0.2	3%	1.2	-2.2%	-13%	-36%	7%
CC(=O)N1CSCC1C(=O)O (stereo not drawn)	-4.0%	0%	i	1.7	-2%	1.1	0.6%	-3%	0%	-6%
Cc1nnsc1C(=O)NNc1c(Cl)cccc1Cl	/	-1%	i	0.1	-1%	/	/	/	/	11%
CCOC(=O)CSc1nnc(Cc2ccccc2)n1CC1CCCO1 (stereo not drawn)	-1.7%	-4%	i	3.6	-2%	1.1	-3.2%	34%	4%	5%
CC(C)(C)c1ccc(/C=C/C(=O)Nc2nncs2)cc1	-5.4%	3%	i	0.4	17%	1.1	-0.8%	7%	8%	-3%
COc1ccc(/C=C2\COc3ccccc3C2=O)cc1OC	-6.9%	0%	i	0.5	-4%	1.2	1.5%	15%	8%	7%
Cc1nn(-c2ccccc2)c2c1C(c1cccs1)C(C#N)=C(N)O2 (stereo not drawn)	-6.2%	-3%	i	0.8	27%	1.1	-1.5%	-35%	-18%	23%
C=CCc1cccc(/C=N/NC(=O)CCCNc2ccc(C)cc2)c1O	-4.7%	5%	i	1.0	5%	1.1	2.5%	-5%	4%	1%
CCCn1c(-c2ccccc2)nc2c(=O)n(C)c(=O)[nH]c21	-4.0%	-13%	i	1.4	-26%	1	-0.5%	12%	9%	8%
CC(C)C1Cc2nc(Cl)c(C#N)cc2CO1 (stereo not drawn)	/	-2%	i	0.5	3%	/	/	/	/	6%
CC(C(=O)NCCc1ccc(F)cc1)N1CCN(Cc2ccccc2)CC1 (stereo not drawn)	-6.0%	-5%	i	0.7	3%	1.1	0.3%	-5%	-10%	6%
CCOc1ccccc1N(CC(=O)Nc1cccnc1)S(=O)(=O)c1ccc(C)cc1	-0.9%	-3%	i	0.6	2%	1.1	7.1%	5%	7%	7%
CCc1ccc(NC(=O)C(C)OC(=O)/C=C/c2cccc([N+](=O)[O-])c2)cc1 (stereo not drawn)	-2.2%	-11%	i	0.5	10%	1.1	-8.1%	4%	5%	-2%
COC(=O)c1c(NC(=O)CSc2ccccc2N)sc(C)c1C	-4.7%	0%	i	0.5	2%	1.2	0.2%	10%	10%	2%
Cc1sc2nc(SCC(=O)N(CCO)CCO)nc(N)c2c1C	-2.1%	-5%	i	0.4	5%	1.1	-1.5%	4%	12%	9%
c1ccc(Cc2nnc3sc(C4COc5ccccc5O4)nn23)cc1 (stereo not drawn)	-2.4%	3%	i	6.7	9%	1.1	-1.0%	4%	8%	-2%
COc1ccc(N2CCN(C(=O)CSc3nnc(-c4ccco4)n3C)CC2)cc1	-8.9%	3%	/	/	13%	1.1	0.1%	4%	2%	-1%
